# Screens deposited in PubChem BioAssay by several laboratories.
# CRFR2-BP ag: agonists of CRF-BP/CRF-R2 complex, primary screen, cell-based, HEK293, calcium dye fluorescence, uHTS; calcium dye fluorescence (FLIPR); percent of saturating CRF peptide response; CRF-binding protein / CRF receptor 2 complex (human); activation, % at 13.2 µM; AID 588473, 2011; 350,000 compounds, 0.46% hits;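 active = activation of at least 50%, plus an integration ratio under a set limit after plate pattern correction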;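 note: plate controls were neutral control wells without compound for no effect and CRF at EC100 for full effect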
# CRFR2-BP antag: antagonists of CRF-BP/CRF-R2 complex, primary screen, cell-based, HEK293, calcium dye fluorescence, uHTS; AID 588475, 2011; 350,000 compounds, 0.59% hits; CRF-induced calcium fluorescence; inhibition, % at 11.8 µM;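 active = inhibition of the ligand-induced calcium signal above about 50% at the single tested concentration, limit read from the data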
# CHO-K1 Ca PAM: nonselective calcium activators in parental CHO-K1 cells, primary screen, counter-screen for M1 PAM project, cell-based, Fluo-8 calcium fluorescence, full deck, 1536-well | 360,000 compounds, 0.02% hits | AID 602247, 2012 | ATP EC20; 0% at ATP EC20, 100% at ATP max | activation, % at 3 µM;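 active = activation above the run cutoff, the mean activation of all test compounds plus 3 SD, cut at about 40% in these data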;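 note: peak over basal fluorescence ratio in a 140 s read after ATP addition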
# M5 ag: human M5 muscarinic receptor agonists, primary screen, CHO-K1 cells, Fluo-8 calcium fluorescence | Muscarinic acetylcholine receptor M5 (Homo sapiens), P08912 | activation, % at 3 µM | 360,000 compounds, 0.19% hits | CHO-K1 hM5 cells; 0% DMSO wells, 100% maximal acetylcholine response;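 active = activation above the run's mean over test compounds plus 3 SD, cut at about 23% in these data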;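 note: signal is peak over basal fluorescence ratio across the kinetic read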
# Target sequence (P08912 whole entry, looked up): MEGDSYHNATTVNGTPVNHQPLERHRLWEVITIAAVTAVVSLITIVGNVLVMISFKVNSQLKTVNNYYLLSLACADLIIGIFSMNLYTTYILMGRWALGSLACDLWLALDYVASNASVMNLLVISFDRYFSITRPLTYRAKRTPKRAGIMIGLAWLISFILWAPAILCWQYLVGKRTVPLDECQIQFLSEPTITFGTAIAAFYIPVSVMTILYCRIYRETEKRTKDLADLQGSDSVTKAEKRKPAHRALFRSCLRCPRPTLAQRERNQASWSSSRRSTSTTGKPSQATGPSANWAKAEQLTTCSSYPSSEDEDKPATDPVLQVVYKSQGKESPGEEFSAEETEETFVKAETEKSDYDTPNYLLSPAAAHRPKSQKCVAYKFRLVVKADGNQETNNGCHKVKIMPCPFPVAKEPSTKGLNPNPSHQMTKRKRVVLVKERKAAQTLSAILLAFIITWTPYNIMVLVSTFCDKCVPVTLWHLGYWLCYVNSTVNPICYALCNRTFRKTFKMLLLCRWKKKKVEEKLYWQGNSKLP
# M4 PAM: human M4 muscarinic receptor positive allosteric modulators, primary screen, CHO-K1 cells, Fluo-8 calcium fluorescence; Muscarinic acetylcholine receptor M4 (Homo sapiens), P08173; CHO-K1 hM4/Gqi5, ACh EC20; 0% = ACh EC20, 100% = maximal ACh; activation, % at 3 µM; 360,000 compounds, 0.4% hits; AID 624126, 2012;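 active = activation above its plate's cutoff, the mean activation of sample wells plus 3 SD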; note: some results filed as inactive read as strong as hits
# TAAR1 agonist: human TAAR1 agonists, primary screen, Fluo-8 calcium fluorescence, CHO RD-HGA16 cells. AID 624467, 2012. activation, % at 3 µM. Trace amine-associated receptor 1 (Homo sapiens), Q96RJ0. 360,000 compounds, 0.99% hits. vehicle wells 0%, saturating PEA agonist 100%;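 active = activation above the mean activation of all test compounds in the run plus 3 SD, cut at about 38% in these data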
# Target sequence (Q96RJ0 whole entry, looked up): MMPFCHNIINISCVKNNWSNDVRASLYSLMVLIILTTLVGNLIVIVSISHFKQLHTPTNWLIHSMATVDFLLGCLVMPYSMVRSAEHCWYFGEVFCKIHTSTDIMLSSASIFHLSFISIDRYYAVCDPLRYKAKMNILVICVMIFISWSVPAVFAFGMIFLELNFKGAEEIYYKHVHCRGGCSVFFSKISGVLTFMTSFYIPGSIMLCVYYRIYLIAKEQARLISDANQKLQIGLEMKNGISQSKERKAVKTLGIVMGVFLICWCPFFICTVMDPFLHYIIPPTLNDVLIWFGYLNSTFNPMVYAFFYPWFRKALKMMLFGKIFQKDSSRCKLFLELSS
#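 Repeats: no replicates (n 1) | Material: CHO-derived RD-HGA16 cells with stable Gα16 and human TAAR1 | Technique: Kinetic Fluo-8 calcium fluorescence | Schedule: 17-24 h seeding, 75 min 37 °C dye, 30 min RT | Evaluation: % activation from peak over basal fluorescence ratio, DMSO-to-PEA scaled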
# TAAR1 antagonist: human TAAR1 antagonists, primary screen, Fluo-8 calcium fluorescence, CHO RD-HGA16 cells | 360,000 compounds, 1.5% hits | Trace amine-associated receptor 1 (Homo sapiens), Q96RJ0 | inhibition, % at 3 µM | antagonist | AID 624466, 2012;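 active = inhibition above a per-plate cutoff, the mean inhibition of test compounds on that plate plus 3 SD, cut at about 49% in these data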;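 note: 0% = DMSO plus EC80 beta-PEA response and 100% = DMSO alone without agonist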
#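 Assay system: CHO-derived RD-HGA16 cells stably expressing human TAAR1 plus Gα16. Timing: 140 s kinetic read after compound, 140 s after agonist. Technique: kinetic Fluo-8 calcium fluorescence measurement. Measure: % inhibition of agonist calcium response.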
# M5 antag: human M5 muscarinic receptor antagonists, primary screen, CHO cells, Fluo-8 calcium fluorescence; AID 624040, 2012; CHO-hM5 cells, ACh EC80; inhibition, % at 3 µM; Muscarinic acetylcholine receptor M5 (Homo sapiens), P08912; 360,000 compounds, 0.59% hits;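 active = inhibition above a per-plate cutoff, the mean of that plate's test compounds plus 3 SD, cut at about 27% in these data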;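 note: 0% = acetylcholine EC80 with DMSO and 100% = DMSO without agonist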
# M5 PAM: human M5 muscarinic receptor positive allosteric modulators, primary screen, CHO-K1 cells, Fluo-8 calcium fluorescence. activation, % at 3 µM. CHO-K1 hM5, ACh EC20 PAM; 0% = ACh EC20, 100% = ACh EC100. 360,000 compounds, 0.3% hits;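 active = activation above the run cutoff, the mean activation of all test compounds plus 3 SD, cut at about 18% in these data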
#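 Measured by: Fluo-8 calcium fluorescence; material: human M5 receptor in CHO-K1 cells; schedule: Post-acetylcholine fluorescence recording 140 s; benchmarks: low control EC20 acetylcholine (0%), high control EC100 acetylcholine (100%); read-out: Max/basal fluorescence ratio as % of EC20–EC100 ACh window; compound: single dose, 3 µM nominal final test concentration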
# * marks the source's active call; other numbers are inactive results; . = no result given.
# The first 2 records as a preview:
SMILES,CRFR2-BP ag,CRFR2-BP antag,CHO-K1 Ca PAM,M5 ag,M4 PAM,TAAR1 agonist,TAAR1 antagonist,M5 antag,M5 PAM
O=c1oc2ccccc2nc1/C=C(O)/C=C\c1ccccc1,2.2,-26,11,-2,4,6,19,17,-1
Cc1cc(C(=O)CN2c3cccc4cccc(c34)S2(=O)=O)c(C)n1C,2.3,5,17,1,4,3,-18,11,1

# All compounds of this part, from the start:
SMILES,CRFR2-BP ag,CRFR2-BP antag,CHO-K1 Ca PAM,M5 ag,M4 PAM,TAAR1 agonist,TAAR1 antagonist,M5 antag,M5 PAM
O=c1oc2ccccc2nc1/C=C(O)/C=C\c1ccccc1,2.2,-26,11,-2,4,6,19,17,-1
Cc1cc(C(=O)CN2c3cccc4cccc(c34)S2(=O)=O)c(C)n1C,2.3,5,17,1,4,3,-18,11,1
O=C1CN(C(=O)CCCc2c[nH]c3ccccc23)c2ccccc2N1,0.6,44,22,-5,10,8,2,-1,-4
O=C(Nc1ccc(Cl)cc1)c1cc(-c2cccs2)on1,5.6,-25,9,-2,6,13,-38,-11,0
Cc1cc(O)c(C2(C(F)(F)F)NCCNC2=O)cc1C (stereo not drawn),-0.3,2,5,1,16,8,3,-3,0
Cc1cc(C)c(NC(=O)COC(=O)COc2ccc3c(C)cc(=O)oc3c2)c(Cl)c1,-0.9,-11,14,-1,7,-2,-18,4,1
Cc1ccc(C(=O)CC2C(=O)N(c3ccccc3)C(=S)N2c2ccccc2)cc1 (stereo not drawn),7.4,7,5,-4,-5,4,-3,-7,3
Cc1cc(C)c2c(=O)n(CC(=O)Nc3ccc(Br)c(C)c3)sc2n1,13,-15,1,1,4,86*,53*,6,2
CCCCCCOC(=O)CC1CC(C(C)=O)C1(C)C (stereo not drawn),-4.4,7,.,.,.,12,-6,.,.
Cc1ccc(C)c(-n2ccnc2SCC(=O)c2c(N)n(C3CC3)c(=O)[nH]c2=O)c1,-1.2,2,13,-1,22,14,-20,-6,4
CCN(C(=O)Cn1nc(C)c([N+](=O)[O-])c1C)C1CCS(=O)(=O)C1 (stereo not drawn),-1.5,10,-20,1,14,1,-18,7,-6
CCn1ncc(CN2CCC(C(=O)Nc3cccc(-c4cccc(F)c4)c3)CC2)c1C,0.8,-21,1,-6,-1,5,-17,-20,11
COc1ccc2nc(NC(=O)C3CC(=O)N(c4ccccc4)C3)sc2c1 (stereo not drawn),-0.1,-5,27,0,0,4,1,11,-3
CCOc1ccc(/C(O)=C2/C(=O)C(=O)N(c3cc(C)on3)C2c2ccc(C(=O)OC)cc2)cc1 (stereo not drawn),-0.5,22,-9,-4,1,3,13,3,-10
CCn1cc(C(=O)O)c(=O)c2cc(Br)ccc21,-2.6,11,11,1,13,11,-18,0,1
O=C(N/N=C/c1cc(Br)cs1)c1ccc2c(c1)OCCO2,0.9,1,18,7,4,3,-19,-18,11
Cc1noc(C)c1S(=O)(=O)N1CCCC(C(=O)Nc2nccs2)C1 (stereo not drawn),1.1,-7,1,4,-2,3,-7,-3,-4
Clc1ccc(SCc2cc(Cl)nc(-c3ccccc3)n2)cc1,1.5,6,-11,0,-11,2,-27,5,-1
CCOC(=O)c1sc(NC(=O)/C=C/c2c(F)cccc2Cl)nc1C,0.5,16,12,-2,4,5,4,-12,0
Cc1ccccc1NC(=O)Cc1nc(COC(=O)c2ccc(Cl)nc2)cs1,-0.9,-8,9,2,-8,11,7,7,-7
CCn1c(SCC(=O)N/N=C/c2ccc(OC)c(OC)c2)nc2ccccc21,-0.5,-4,24,-1,-10,13,27,-2,-5
COc1cc(CN2CC(=O)N(c3ccc(C)cc3)C2=S)cc(OC)c1OC,-1.9,0,17,6,2,2,-10,8,-5
COc1ccc(CNC(=O)c2ccc3ccccc3n2)cc1OC,2.0,-2,6,8,-9,4,8,11,-9
CCCn1c(=S)[nH]c2cc(C(=O)N3CCc4ccccc4C3)ccc2c1=O,-1.6,-3,16,-2,-2,11,-24,-3,2
CC(C)C(c1nnnn1C1CCCC1)N1CCN(C(=O)c2ccco2)CC1 (stereo not drawn),-0.8,6,17,-2,9,1,-27,-7,2

# The final 2 compounds of the part above lead into the next.
SMILES,CRFR2-BP ag,CRFR2-BP antag,CHO-K1 Ca PAM,M5 ag,M4 PAM,TAAR1 agonist,TAAR1 antagonist,M5 antag,M5 PAM
CCCn1c(=S)[nH]c2cc(C(=O)N3CCc4ccccc4C3)ccc2c1=O,-1.6,-3,16,-2,-2,11,-24,-3,2
CC(C)C(c1nnnn1C1CCCC1)N1CCN(C(=O)c2ccco2)CC1 (stereo not drawn),-0.8,6,17,-2,9,1,-27,-7,2
O=C(Nc1ccc(-c2nc3ccccc3s2)c(O)c1)C1=COCCO1,1.9,9,8,1,9,1,-5,-12,3
COc1ccc(-c2cc3ncccc3cn2)cc1,-1.8,-1,11,1,7,1,14,8,-1
O=C(CNS(=O)(=O)c1ccc2ccccc2c1)OCc1nnc(-c2ccccc2)o1,-0.9,22,15,-2,7,8,8,-1,-2
O=S(=O)(N/N=C\C=C\c1ccccc1)c1ccccc1,-0.7,-3,15,-2,4,6,-4,2,-4
CCOC1=C2CN(S(=O)(=O)c3ccc(C)cc3)C(c3ccccc3)CC2N(S(=O)(=O)c2ccccc2Cl)C(c2ccccc2)C1 (stereo not drawn),.,.,.,3,2,2,-3,-5,7
COc1cc(C(=O)Nc2nnc(C(C)(C)C)s2)c([N+](=O)[O-])cc1OC,1.1,11,17,1,-3,1,7,0,-2
COc1ccc(-n2c(=O)c3ccccc3n(CC(=O)NC3CCCCC3)c2=O)cc1OC,4.0,-3,2,0,4,0,-18,13,-2
COC(=O)C1CCC(C)(C(=O)Nc2ccccc2)C1(C)C (stereo not drawn),0.0,-3,5,0,1,3,2,-1,-3
CC(C)CNC(=S)N1CCC(NC(=O)C23CC4CC(CC(C4)C2)C3)CC1,0.5,-1,0,-5,6,13,6,-4,-5
CCc1noc(C)c1C(=O)NNC(=O)COc1ccc(Br)cc1,-7.1,7,-3,-2,12,2,-3,-6,5
Cc1cc([N+](=O)[O-])ccc1NC(=O)CSc1nncn1-c1cccnc1,-1.5,8,9,2,0,5,-19,4,0
CCOc1ccc(NC(=O)Nc2nnc(CC(=O)NCc3ccccc3)s2)cc1,2.0,-8,14,3,17,9,-1,-8,11
CCOC(=O)c1sc(=S)n(C)c1NC(=O)c1ccccc1C,-0.7,-15,6,-2,-1,1,-13,-9,0
CC(C)CNc1nc(=S)nc(N(C)C)[nH]1,-1.4,11,7,-4,-3,4,-8,15,-5
CN(CC1CCCO1)S(=O)(=O)c1ccc(C(=O)Nc2ccc([N+](=O)[O-])cc2)cc1 (stereo not drawn),4.1,8,-9,1,-11,2,-7,-1,-8
CCOC(=O)C1CCN(Cc2nc(-c3ccc(OC)c(OC)c3)no2)CC1,-1.0,5,15,1,11,3,-2,-4,1
CCOC(=O)C1=C(c2ccccc2)OC(N)=C(C#N)C1c1cccs1 (stereo not drawn),-2.1,-11,29,-5,11,1,22,17,-6
O=C(COc1cccc2ccccc12)Nc1ccc(Cl)cc1C(=O)O,-0.7,24,-8,0,-3,0,-22,7,-9
CCOC(=O)c1sc(=S)n(-c2ccccc2)c1SC,-0.7,23,17,-7,-18,10,1,2,-11
O=C1CCN(Cc2ccc(Cl)cc2Cl)C(=O)N1,-0.6,1,7,1,2,2,-17,4,6
C=COCCNC(=S)Nc1cccc(Cl)c1,0.2,-3,10,1,0,7,12,5,-4
COC(=O)Cc1c(C)c2cc(Cl)c(OC(=O)c3ccco3)cc2oc1=O,2.4,9,15,1,6,3,1,-2,-1
O=C(CCNC(=O)c1ccccc1Cl)OCC(=O)c1ccccc1,-2.4,13,-3,2,6,5,3,-3,5
CC1CCN(S(=O)(=O)c2cnc[nH]2)CC1,-0.4,-14,12,-4,1,25,-42,-4,3
NC(=O)[C@@H]1CCCN1Cc1c(C(=O)N2CCc3ccccc3C2)nc2ccc(Cl)cn12,0.3,2,5,-1,-6,24,-2,21,-5

# New compounds follow.
SMILES,CRFR2-BP ag,CRFR2-BP antag,CHO-K1 Ca PAM,M5 ag,M4 PAM,TAAR1 agonist,TAAR1 antagonist,M5 antag,M5 PAM
COc1ccc(-c2cc(C(=O)Nc3ccc(S(N)(=O)=O)cc3)c3ccccc3n2)cc1OC,2.3,8,-11,-2,3,7,7,27,-7
COc1ccccc1N/C=C(\C#N)c1nc2ccccc2[nH]1,-0.5,-2,19,-4,12,6,19,2,-7
CS(=O)(=O)c1ccc(C(=O)N(CCc2ccccc2)Cc2ccccc2)cc1,-1.3,0,3,1,-8,0,9,6,-10
Cc1ccc(NC(=O)c2nc[nH]c2C(=O)Nc2ccc(C)cc2)cc1,-0.1,12,19,-2,9,0,10,-11,1
CCOC(=O)C1C(=O)CC(C)(O)C(C(=O)OCC)C1c1cccc(OC(F)(F)C(F)F)c1 (stereo not drawn),0.9,-3,13,-1,2,1,-18,5,-8
CCCCC(=O)N(C)c1c(CC)nc2c(OCCC)cccn12,.,.,22,-3,0,-1,-23,10,3
COc1ccc(CNC(=O)[C@H](NC(=O)C2CCN(C(=O)[C@@H](N)CCSC)CC2)C(C)C)cc1,-1.7,4,-6,1,0,1,-22,7,-1
CN(C)S(=O)(=O)N1CCN(CC(O)COc2ccc(-c3ccccc3)cc2)CC1 (stereo not drawn),-0.2,15,20,7,-3,8,-7,7,4
CC(C)Cc1nnc(NC(=O)C2=COCCO2)s1,-0.2,3,12,1,15,1,-13,3,-9
N#CC1(CCCN2CCCCC2)c2ccccc2CCc2ccccc21,-1.1,-15,16,-17,-68,7,-23,27,-36
CC(C)(C)NC(=O)c1ccc2c(c1)N(CC(=O)N1CCN(c3ccc(F)cc3)CC1)C(=O)C(C)(C)O2,-3.3,35,12,1,7,2,16,-5,4
Cc1nc2scc(-c3cccs3)c2c(=O)n1CC(=O)O,1.5,10,10,-6,13,7,5,2,0
CCOc1ccccc1Nc1nnc(SCC(=O)NC2CCS(=O)(=O)C2)s1 (stereo not drawn),-0.4,9,18,0,2,0,2,11,3
CC(=O)Nc1ccc(Sc2ccccc2C(=O)Nc2ccc(F)cc2)cn1,24,-24,-7,-2,-10,29,19,9,-12

# Not a hit list; any-hit rate near 4.2%.
